Assay outcomes as filed in PubChem.
PME-1 inh: blocks human protein phosphatase methylesterase 1. recombinant PME-1, FP-Rh probe fluorescence polarization. inhibition, % at 5.9 µM. hit rate 0.53% among 320,000;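 active = inhibition above the campaign mean of all compounds plus 3 SD, cut at about 26% in these data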;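 also: competitive labeling of PME-1 active site by serine hydrolase directed probe; 0% = PME-1 with DMSO and 100% = wells lacking PME-1 enzyme; inhibitors block probe labeling so polarization falls and inhibition rises; many of its hits are not listed in these tables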
PAD4 FP inh: PAD4 (human) enzyme inhibition; Q9UM07; recombinant PAD4, RCA probe fluorescence polarization; inhibition, % at 6.36 µM; hit rate 0.41% among 330,000; AID 485272;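 active = percent inhibition above a cutoff equal to the mean of all tested compounds plus 3 SD, cut at about 15% in these data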;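 also: 0% = PAD4 with RCA probe and DMSO and 100% = probe without PAD4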
Target sequence (Q9UM07 whole entry, looked up): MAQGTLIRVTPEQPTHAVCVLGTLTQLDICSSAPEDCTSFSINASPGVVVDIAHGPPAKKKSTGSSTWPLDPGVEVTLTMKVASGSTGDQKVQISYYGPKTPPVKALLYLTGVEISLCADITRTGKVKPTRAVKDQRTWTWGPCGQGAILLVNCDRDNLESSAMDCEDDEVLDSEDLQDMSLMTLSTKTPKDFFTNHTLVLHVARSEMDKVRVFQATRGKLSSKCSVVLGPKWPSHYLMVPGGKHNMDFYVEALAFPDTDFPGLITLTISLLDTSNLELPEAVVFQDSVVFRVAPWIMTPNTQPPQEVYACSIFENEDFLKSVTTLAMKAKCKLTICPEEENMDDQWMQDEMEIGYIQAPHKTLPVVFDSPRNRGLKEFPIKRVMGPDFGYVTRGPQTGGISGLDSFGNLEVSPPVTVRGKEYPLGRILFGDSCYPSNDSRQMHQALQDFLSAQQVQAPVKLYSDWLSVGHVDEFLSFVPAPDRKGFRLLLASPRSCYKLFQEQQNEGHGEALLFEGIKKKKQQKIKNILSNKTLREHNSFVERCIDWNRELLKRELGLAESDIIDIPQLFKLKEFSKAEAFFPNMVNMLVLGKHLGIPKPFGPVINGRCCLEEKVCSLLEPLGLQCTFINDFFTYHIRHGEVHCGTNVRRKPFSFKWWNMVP
LYPLA1 inh: LYPLA1 (human) inhibition in PME1 counter-screen | O75608 | recombinant LYPLA1, FP-Rh probe fluorescence polarization | inhibition, % at 5.9 µM | hit rate 0.16% among 320,000 | AID 2174;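 active = inhibition above the mean of all tested compounds plus 3 SD, set per campaign, cut at about 14% in these data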;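 also: inhibitors block serine hydrolase probe labeling of LYPLA1 so polarization falls; 0% = enzyme with DMSO and 100% = wells lacking LYPLA1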
PAFAH2 FP inh: PAFAH2 (human) inhibition; recombinant PAFAH2, FP-rhodamine activity probe, fluorescence polarization; inhibition, % at 3.39 µM; Q99487; hit rate 0.99% among 340,000;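 active = inhibition above the mean over all tested compounds plus 3 SD, cut at about 30% in these data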;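 also: inhibitors block probe labeling of enzyme so polarization drops; 0% = enzyme with DMSO and 100% = wells lacking PAFAH2 protein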
PAFAH1B2 inh: blocks human PAF acetylhydrolase 1b catalytic subunit 2; recombinant PAFAH1B2, FP-rhodamine activity probe, fluorescence polarization; inhibition, % at 3.39 µM; hit rate 1.2% among 340,000;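 active = inhibition above the mean of all tested compounds plus 3 SD, cut at about 24% in these data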;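 also: 0% = enzyme with DMSO and 100% = wells lacking PAFAH1B2; many of its hits are not listed in these tables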
GSTO1 counter: counter-screen for RBBP9 inhibitors: inhibitors of human GSTO1. inhibition, % at 5.96 µM. hit rate 1.1% among 300,000. AID 1974. recombinant GSTO1, activity-based probe fluorescence polarization;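 active = inhibition above the campaign mean inhibition plus 3 SD, cut at about 35% in these data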;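 also: 0% = GSTO1-1 with DMSO and 100% = wells lacking GSTO1-1 enzyme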
Target sequence (P78417 whole entry, looked up): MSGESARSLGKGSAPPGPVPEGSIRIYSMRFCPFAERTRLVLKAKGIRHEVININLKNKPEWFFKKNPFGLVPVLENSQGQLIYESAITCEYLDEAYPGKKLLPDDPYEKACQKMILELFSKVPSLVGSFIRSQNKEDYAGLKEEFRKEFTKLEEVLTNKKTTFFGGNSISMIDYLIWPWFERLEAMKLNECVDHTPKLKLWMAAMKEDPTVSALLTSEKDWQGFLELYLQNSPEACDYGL
pPAFAH inh: inhibitors of human plasma PAF acetylhydrolase (pPAFAH) | Q13093 | recombinant pPAFAH, FP-rhodamine probe fluorescence polarization | inhibition, % at 3.39 µM | hit rate 1.5% among 330,000 | AID 463082;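 active = inhibition above the mean inhibition across the screen plus 3 SD, cut at about 25% in these data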;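 also: inhibitors block binding of the rhodamine activity-based probe so polarization drops; 0% = enzyme with DMSO and 100% = wells lacking pPAFAH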
LYPLA2 inh: blocks human lysophospholipase 2, a PME1 counter-screen. O95372. recombinant LYPLA2, FP-Rh probe fluorescence polarization. hit rate 0.38% among 320,000. inhibition, % at 5.9 µM;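 active = inhibition above the screen-wide mean plus 3 SD, limit set per campaign, cut at about 26% in these data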;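 also: 0% = LYPLA2 with DMSO and 100% = wells lacking LYPLA2 enzyme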
PAFAH1B3 inh: blocks human PAF acetylhydrolase 1B catalytic subunit 3; Q15102; recombinant PAFAH1B3, FP-rhodamine probe, fluorescence polarization; inhibition, % at 3.39 µM; hit rate 0.28% among 340,000; AID 492972;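 active = inhibition above the screen-wide average of all tested compounds plus 3 SD, cut at about 25% in these data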;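 also: 0% = enzyme with DMSO only and 100% = wells lacking PAFAH1B3 protein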
* hit, by the source's call; · = no result given. The list is partial; rates above refer to the full screens.

Structure | PME-1 inh | PAD4 FP inh | LYPLA1 inh | PAFAH2 FP inh | PAFAH1B2 inh | GSTO1 counter | pPAFAH inh | LYPLA2 inh | PAFAH1B3 inh
Cc1cc(C)n2nc(C(=O)Nc3cccc(S(=O)(=O)N(C)c4ccccc4)c3)nc2n1 | 6 | -3 | -4 | 0 | 5 | -7 | 4 | 1 | 0
COC(=O)[C@H](Cc1ccccc1)NC(=O)NC(C)CCc1ccccc1 (some centres not stated) | -2 | 6 | 0 | 8 | 9 | 5 | 1 | 9 | -5
O=c1c2[nH]c3ccc(Br)cc3c2ncn1Cc1ccncc1 | -6 | -2 | -1 | · | · | 7 | -2 | 3 | ·
Cc1ccc2cc(CN(CCCN3CCOCC3)C(=O)NC3CCCCC3)c(=O)[nH]c2c1C | 1 | 0 | -5 | 9 | 1 | 8 | 0 | -4 | 5
O=C(Nc1cccc(NC(=O)c2ccc(-c3ccc(Br)cc3)o2)c1)c1ccco1 | -86 | -34 | -45 | -34 | -6 | -11 | -30 | -78 | -10
Cc1nn(-c2cccc(Cl)c2)nc1C(=O)Nc1cccc(C(=O)NC2CC2)c1 | -7 | 3 | -13 | -2 | 5 | · | -5 | -3 | 13
Cc1ccc(NC(=O)CC2S/C(=N/c3nccs3)N(C)C2=O)cc1C (configuration not stated) | -7 | -1 | -2 | -2 | -2 | -3 | -3 | 0 | -2
Cc1ccc(N/C=C/C(=O)c2ccco2)c(O)c1 | 4 | -16 | -5 | -1 | 5 | 16 | 9 | -4 | -5
O=C(Nc1ccccc1)c1ccc(CN2CCC(Cc3ccccc3)CC2)cc1 | 0 | 2 | 0 | -5 | 0 | 1 | 1 | -6 | 4
O=C(NCc1ccco1)/C(=C\c1ccco1)NC(=O)c1ccccc1Cl | -3 | -7 | -6 | 16 | 6 | 2 | 0 | -6 | 1
O=c1c(Cl)c(N2CCN(c3ccccc3)CC2)cnn1C12CC3CC(CC(C3)C1)C2 | 1 | 3 | 0 | -3 | 6 | 13 | 3 | 3 | 5
COC(=O)c1ccc2c(=O)n(-c3ccccc3)c(SCN3C(=O)c4ccccc4C3=O)nc2c1 | 4 | -1 | -3 | 1 | 6 | 5 | 6 | -5 | -2
COc1ccc(C(=O)CSc2nnc(CNC(=O)c3ccc(OC)cc3)n2C)cc1 | -3 | -8 | 4 | 4 | -2 | 6 | 2 | 10 | 4
C=CCn1c(-c2sc3nc(C)cc(C)c3c2N)n[nH]c1=S | -1 | 2 | -3 | · | · | 1 | 6 | -4 | ·
COc1ccccc1N1CCN(C(=O)c2cc(-c3ccc(Cl)c(Cl)c3)on2)CC1 | -6 | -2 | -2 | 7 | 1 | 2 | 4 | 2 | 1
O=C(O)C1[C@H]2C(=O)N(Cc3cccs3)C[C@]23C=C[C@H]1O3 (some centres not stated) | -3 | -3 | -3 | 3 | 5 | -2 | -2 | 3 | 19
CCCCc1cc(=O)oc2c(C)c(OCC(=O)N3CCC(C(=O)O)(c4ccccc4)CC3)ccc12 | 5 | 1 | 2 | -1 | 11 | -13 | 10 | 9 | 7
COc1cc(SC)ccc1C(=O)Nc1cccc(S(=O)(=O)NC2=NCCCCC2)c1 | 1 | 3 | 2 | 1 | 2 | 2 | 6 | 6 | 3
O=C(CCCN1C(=O)/C(=C\c2ccco2)SC1=S)Nc1cccc2ccccc12 | -7 | -13 | -6 | -4 | -5 | -1 | 28* | -5 | 4
Cc1sc2ncnc(SCC(=O)NNC(=O)c3ccco3)c2c1C | -5 | 7 | -4 | 4 | 2 | 4 | 0 | -2 | 8
O=C(O)CN1C(=O)/C(=C/c2ccsc2)SC1=S | -3 | 0 | -1 | · | · | 0 | 4 | 1 | ·
O=C(Nc1ccc(Cl)cc1)c1cc2c(cc1O)[nH]c1ccccc12 | -48 | -2 | -11 | 10 | 12 | 21 | 18 | -3 | 18
CCCCN(C)CCn1c(=S)[nH]c2cc(OCC)c(OCC)cc2c1=O | -1 | -1 | 2 | 0 | 1 | 3 | -2 | -1 | -2
O=C(Nc1cccnc1)c1cc(-c2ccco2)on1 | -7 | -2 | 0 | -2 | 3 | 4 | 3 | 2 | 1
CC(C)N(C(=O)CSc1nnc(CNc2ccc(F)cc2)o1)C(C)C | 4 | -1 | 0 | 12 | 2 | 15 | -8 | 7 | 4
CC(C)C(=O)Nc1ccc(Cc2ccc(NC(=O)C(C)C)c(O)c2)cc1O | -9 | -1 | 2 | -2 | -8 | 1 | 7 | 13 | 11
Cc1cc(C(=O)COC(=O)c2ccc(O)cc2)c(C)n1-c1ccccc1F | -20 | -5 | -7 | 39* | -4 | -3 | 17 | -11 | 11
C/C=C(\C)CN1CCC(Oc2ccc(C(=O)NCc3ccccn3)cc2)CC1 | 1 | -1 | 0 | -1 | 4 | 3 | -2 | 0 | 4
CCOC(=O)C1=C(COC(=O)/C=C/c2cccc([N+](=O)[O-])c2)NC(=O)NC1C (configuration not stated) | -7 | 4 | 1 | 3 | 1 | 18 | -2 | 8 | -1
CC(=O)N1CCOc2ccc(S(=O)(=O)N3CCC(C(=O)NCc4ccccc4)CC3)cc21 | 2 | 3 | 0 | 2 | 3 | 1 | 1 | 2 | 8
Cc1cc(C)cc(Nc2ncc3c(n2)CCCC3=O)c1 | 2 | -1 | -4 | 1 | 3 | 2 | 7 | -3 | 3
COc1ccc(N(C(C)C(=O)Nc2cccnc2)S(C)(=O)=O)cc1 (configuration not stated) | -1 | 1 | 0 | 0 | 3 | 1 | 1 | -5 | 3
CC(NS(C)(=O)=O)C(c1cccs1)N1CCN(c2ccc(F)cc2)CC1 (configuration not stated) | 7 | -3 | 1 | -1 | -2 | 4 | 2 | -2 | -1
Cc1ccc(NC(=O)CSc2nc3ccccc3c3nc4ccccc4n23)cc1 | -4 | 5 | -2 | -5 | 5 | -3 | 1 | 3 | 2
Cc1nc2cc(-c3ccccc3)[nH]n2c(=O)c1C | 4 | 1 | 3 | -3 | 1 | 6 | 3 | 1 | 4
CCOC(=O)N1CCC2(CC1)C(C#N)=C(N)OC1=C2C(=O)CC(C)C1 (configuration not stated) | 4 | 3 | -3 | -10 | 7 | 5 | 0 | 2 | 5
CCOC(=O)c1c(NC(=O)CSc2nnnn2C)sc(C(=O)N(C)C)c1C | -2 | -1 | -1 | 4 | 2 | 13 | 3 | 0 | 2
CCc1ccc(NC(=O)CS(=O)CC(=O)Nc2ccc(N3CCOCC3)cc2)cc1 (configuration not stated) | 1 | 0 | 1 | -9 | 9 | 6 | 1 | -1 | 4
CN(C(=O)c1ccncc1)c1nnc(-c2cnccn2)s1 | 0 | 2 | -5 | -8 | 0 | 5 | 2 | -9 | 0
CCOC(=O)c1c(NC(=O)Cn2nnc(-c3ccc(Cl)cc3)n2)sc(C)c1C | -2 | -4 | 1 | 4 | -2 | 14 | -5 | 10 | -2
Cc1ccnc(NC(=O)CCC(=O)N(CC(=O)NC(C)(C)C)c2ccc3c(c2)OCO3)c1 | 4 | 0 | 4 | 0 | 4 | 3 | -2 | 3 | 4
CCOC(=O)c1c(-c2ccccc2)oc2ccc(OCC(O)CN(C)C)cc12 (configuration not stated) | -5 | 3 | 0 | 9 | -7 | 2 | -2 | -2 | -9
NC(=O)C1CCN(c2nc(-c3ccccc3-c3ccccc3)cs2)CC1 | · | -7 | · | -3 | 5 | · | 9 | · | 8
Cc1cccc(C)c1-n1ncc(C(=O)NC2CCCC2)c1C1CCNCC1 | 5 | 2 | 5 | -5 | -4 | 3 | 3 | 5 | 8
O=C(C1=NN(c2ccccc2)C2C(=O)N(c3cccc(Cl)c3)C(=O)C12)c1ccccc1 (configuration not stated) | -8 | -1 | -5 | -9 | 1 | 6 | -4 | -3 | 0
CC(C)C(C(=O)NC1CCCC1)N(CC1CCCO1)C(=O)CNS(=O)(=O)c1ccccc1 (configuration not stated) | -4 | 26* | 5 | 6 | 4 | -5 | 8 | 5 | 16
CCNC(=S)N=Nc1c(O)n(Cc2ccc(Cl)cc2)c2ccccc12 | -1 | -1 | -7 | -2 | 0 | -9 | 0 | -2 | -5
COc1ccc(OC)c(S(=O)(=O)N2CCN(CC(O)CN3CCOCC3)CC2)c1 (configuration not stated) | 1 | -5 | 4 | 0 | 1 | · | 3 | 6 | 8
Cc1ccc(C(C)NC(=O)c2ccc3c(c2)OCO3)cc1C (configuration not stated) | 3 | -5 | -3 | 2 | 1 | 0 | 2 | -4 | -3
COc1ccc(-n2c(C)cc(/C=C3\SC(=S)N(Cc4ccco4)C3=O)c2C)cc1 | -16 | -12 | -3 | -1 | -2 | -14 | 2 | -14 | -12

(list continues)
Structure | PME-1 inh | PAD4 FP inh | LYPLA1 inh | PAFAH2 FP inh | PAFAH1B2 inh | GSTO1 counter | pPAFAH inh | LYPLA2 inh | PAFAH1B3 inh
O=C(NNC(=S)Nc1ccccc1Cl)C1CC1 | -3 | -3 | 0 | 2 | -1 | 0 | 0 | -2 | 8
CCOc1ccc(C2=NNC(c3cccs3)=Nc3ccc(OC)cc32)cc1OCC | 1 | -4 | 0 | -2 | 2 | 1 | 5 | -1 | 7
O=C1C2CCCN2C(=S)N1c1ccc(Cl)cc1 (configuration not stated) | -3 | -1 | 4 | -4 | 3 | 6 | 8 | 6 | 3
CCN(CC(=O)NC(=O)NC1CCCC1)Cc1ccccc1 | -7 | -1 | 2 | 5 | 7 | 4 | 5 | 1 | 10
Cc1cccc(N2CC(C(=O)OCC(=O)c3ccc(OC(=O)c4cccs4)cc3)CC2=O)c1C (configuration not stated) | 1 | 7 | 1 | -2 | 2 | 1 | 11 | 16 | 2
Cc1cccc(NC(=S)NCc2ccc3c(c2)OCO3)c1C | -7 | 2 | 1 | 24 | -3 | 10 | 2 | -1 | -1
Cc1cc(C(=O)NC2CC(C)(C)Cc3c2cnn3-c2ccccc2)n[nH]1 (configuration not stated) | -2 | -2 | 0 | 1 | 1 | 0 | 1 | -6 | 5
O=C(COc1ccccc1F)OCC(=O)c1ccc([N+](=O)[O-])cc1 | · | -8 | · | 6 | 5 | · | 12 | · | -3
Cc1cccc(C(=O)Nc2ccc(NC(=O)CN3CCOCC3)cc2)c1 | -4 | -2 | -1 | -16 | 2 | 3 | 5 | 17 | 1
Cc1nc(-n2cc(F)c(=O)[nH]c2=O)c2nc(C)oc2n1 | 1 | -2 | -6 | -8 | -2 | 4 | 2 | -10 | 0
CC(C)Cc1cc(C(=O)Nc2cccc(O)c2)no1 | 3 | -4 | -1 | 1 | -1 | 8 | 4 | 2 | 7
COCCOC(=O)c1ccc(NC(=O)COc2ccc([N+](=O)[O-])cc2)cc1 | -8 | -7 | -1 | -2 | 2 | -1 | -1 | 4 | -1
COc1cc(/C=N/NC(=O)c2cc(C)oc2C)ccc1O | 8 | 1 | 2 | 8 | 0 | -6 | 4 | 8 | 0
COc1ccc(-c2nnc(COc3ccc(Br)cc3C)o2)cc1 | -3 | -4 | -4 | · | · | -4 | 7 | -3 | ·
COc1ccc(/C=N/NC(=O)c2nc(-c3ccccc3)cc(-c3ccccc3)n2)cc1 | -56 | -8 | -16 | -37 | -11 | -45 | -3 | -18 | -26
Cc1nnc(SCC(=O)NNC(=O)c2ccccc2)n1N | -3 | -1 | 1 | 0 | 3 | · | 0 | 5 | 10
Clc1ccc2c(NCc3ccccn3)ccnc2c1 | -8 | 7 | 2 | 3 | 5 | -2 | 0 | 11 | 1
